D3 ag: D3 dopamine receptor (human) agonism | P35462 | 410,000 compounds, 0.58% hits | D3R DiscoveRx beta-arrestin cells, luminescence, 90 min | max activation, %; in the data active means max activation above about 30%; further: 0% is about no effect; mostly tested at two doses, the higher about 12 µM
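Agonist-mode cell screen: cells plated at 1500/well and incubated overnight at 37 °C, then exposed to library compounds for 90 min at 37 °C. Detection reagent was added for 30–60 min at room temperature, and luminescence was read.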
Abeta yeast res: A-beta toxicity reversal in yeast; yeast expressing A-beta42, growth rescue, OD600, 48 h; response scale: 0% DMSO, 100% iron-clioquinol control; Potency, µM (highest dose often 46.1 µM), for inactives: top-dose growth rescue, hits mostly activators; 410,000 compounds, 0.063% hits; AID 1347071; further: potency means the concentration at half of the fitted maximal effect; nearly all actives have a fitted effect of over 55% in size
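Yeast A-beta toxicity model in growth medium with pinned compounds, 48 h at 30 C; growth read as absorbance at 600 nm. Normalized to FeCl3/clioquinol equimolar mix (positive) and DMSO (negative).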
EPAC2 antag: blocks human EPAC2 exchange factor; Q8WZA2; EPAC2 GEF exchange of Rap1B-BODIPY-GDP, fluorescence; 360,000 compounds, 0.18% hits; Potency, µM (top dose mostly 114 µM), inactives show at the top dose activity, negative = inhibition, usual class: inhibitors; further: potency means the concentration at half of the fitted maximal effect; on the % scale 0 is the no-effect control and ±100 the full control effect; nearly all actives have a fitted effect of over 45% in size; many of its hits are not listed in these tables
Target sequence (Q8WZA2 whole entry, looked up): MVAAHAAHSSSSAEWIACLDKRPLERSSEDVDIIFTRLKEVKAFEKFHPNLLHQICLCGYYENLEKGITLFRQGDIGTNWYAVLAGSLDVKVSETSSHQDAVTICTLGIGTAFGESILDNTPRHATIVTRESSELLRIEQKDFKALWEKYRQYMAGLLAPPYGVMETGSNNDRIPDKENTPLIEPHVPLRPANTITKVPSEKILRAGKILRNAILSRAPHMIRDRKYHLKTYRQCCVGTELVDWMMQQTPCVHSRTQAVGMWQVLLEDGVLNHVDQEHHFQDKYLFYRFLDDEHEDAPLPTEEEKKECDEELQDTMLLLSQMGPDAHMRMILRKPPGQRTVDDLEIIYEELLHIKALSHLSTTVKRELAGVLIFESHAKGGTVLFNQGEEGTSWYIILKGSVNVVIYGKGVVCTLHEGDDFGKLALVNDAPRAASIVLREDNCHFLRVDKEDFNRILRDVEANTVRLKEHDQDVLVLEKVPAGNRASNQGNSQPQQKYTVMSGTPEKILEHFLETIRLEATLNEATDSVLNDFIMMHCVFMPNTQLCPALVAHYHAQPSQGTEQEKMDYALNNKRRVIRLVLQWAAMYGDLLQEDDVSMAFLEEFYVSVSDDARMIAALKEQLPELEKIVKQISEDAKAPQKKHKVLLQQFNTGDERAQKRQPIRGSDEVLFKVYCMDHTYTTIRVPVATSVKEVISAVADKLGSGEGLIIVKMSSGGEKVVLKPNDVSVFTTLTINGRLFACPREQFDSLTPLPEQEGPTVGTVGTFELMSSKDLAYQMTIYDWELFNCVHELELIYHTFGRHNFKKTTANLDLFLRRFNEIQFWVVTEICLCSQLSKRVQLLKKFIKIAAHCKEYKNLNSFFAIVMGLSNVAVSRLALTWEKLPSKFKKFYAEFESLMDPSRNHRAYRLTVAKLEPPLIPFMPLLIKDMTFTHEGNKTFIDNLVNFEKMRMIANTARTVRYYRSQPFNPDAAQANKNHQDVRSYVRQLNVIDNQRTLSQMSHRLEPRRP
DRD3 antagonist: blocks the human D3 dopamine receptor. P35462. D3R cells, DiscoveRx beta-arrestin luminescence, antagonist mode; hits give low values. max response, negative = inhibition, %. 360,000 compounds, 2.5% hits. AID 652054; in the data active means max response below about -50%; inconclusive means no clear call, values can overlap the other calls; further: on the % scale 0 is the no-effect control and ±100 the full control effect; mostly tested at two doses, the higher about 12 µM
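Cells plated overnight at 1500 cells/well, then exposed to library compounds with dopamine controls for 90 minutes at 37 degrees C. DiscoveRx reagent added for 30–60 minutes at room temperature; luminescence read, quantitative HTS format.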
TDP43 rescue: rescues yeast growth from TDP-43 toxicity | AID 652104 | 410,000 compounds, 1.8% hits | TDP-43 expressing yeast growth rescue, BacTiter-Glo, 24 h | Potency, µM (highest dose often 46.1 µM), inactives show top-dose growth rescue (activation), hits mostly activators; further: potency means the concentration at half of the fitted maximal effect; % of control where 0% means no effect; nearly all actives have a fitted effect of over 50% in size
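In this qHTS, compounds that restore growth of yeast expressing TDP-43 appear as activators. Cells (OD600=0.02, galactose medium, raffinose-pregrown) are incubated with compound 24 hr at 30 deg C and growth is quantified by BacTiter-Glo.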
EPAC2 ag: EPAC2 (human) agonism. Q8WZA2. EPAC2 activation, biochemical qHTS; response scale: 100% = 6.5 mM cAMP response. Potency, µM (series often up to 154 µM), for the others: at the top dose activation, hits mostly activators. 360,000 compounds, 0.079% hits; further: potency means the concentration at half of the fitted maximal effect; nearly all actives have a fitted effect of over 50% in size
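Compounds were added across a concentration range to EPAC2 (100 nM), RAP1B-BODIPY-GDP (250 nM) and GDP (50 uM). After 5 min at room temperature, fluorescence was recorded at 5-min intervals for 30 min.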
FUS suppressor: rescues growth of FUS-expressing yeast; S. cerevisiae FUS-expressing, growth rescue, OD600, 24 h; Potency, µM (series often up to 76.6 µM), for the others: at the highest dose growth rescue (activation), actives largely listed as activators; 390,000 compounds, 0.24% hits;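 further: potency means the concentration at half of the fitted maximal effect; plate controls were DMSO vehicle for no effect and reference control for full effect; nearly all actives have a fitted effect of over 55% in size; some results filed as inactive show a strong effect at the top dose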
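Toxicity suppression screen in FUS-yeast. Cells induced with 2% galactose, starting OD 0.005, treated 24hr at 30C with compounds at multiple final concentrations; growth by OD600.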
aSyn yeast inh: inhibitors of alpha-synuclein toxicity in yeast. 370,000 compounds, 0.14% hits. AID 652106. Potency, µM (titrated, usually from 46.1 µM), for inactives: top-dose growth rescue (activation), usual class: activators. Yeast expressing alpha-synuclein, growth rescue, BacTiter-Glo, 24 h; further: potency means the concentration at half of the fitted maximal effect; % of control where 0% means no effect; nearly all actives have a fitted effect of over 65% in size
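Galactose-induced alpha-syn yeast (OD600=0.02, raffinose-pregrown) + pinned cpd, 24 hr, 30 deg C; growth by BacTiter-Glo luminescence. Growth restoration scores as activation.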
The depositor's hits bear a star; ? = inconclusive; . = no result given; [ ] = remark or other dose. Unless noted, the call rests on the fitted dose curve; in most records, active means well fitted curve in the direction sought with a large enough effect; inconclusive means small, poorly fitted or top-dose-only effect, or another doubt; inactive means no such curve, though single readings can be large; an effect the other way counts as inactive or inconclusive. Only part of the results is shown; the hit share may differ from the screen's.

SMILES | D3 ag | Abeta yeast res | EPAC2 antag | DRD3 antagonist | TDP43 rescue | EPAC2 ag | FUS suppressor | aSyn yeast inh
C=CCn1c(CNc2ccccc2)nnc1SCC(=O)N/N=C/c1ccccc1O | 3 | 4% | -6% | 3 | 14% | 13% | -16% | -8%
O=C(C1CCCO1)N1CCN(Cc2c(O)ccc3ccccc23)CC1 (stereo not given) | -1 | -3% | -1% | -2 | 20% | -5% | 17% | 8%
O=[N+]([O-])c1cc(S(=O)(=O)C(F)(F)F)ccc1Sc1nc2ccccc2s1 | -14 | -67%[inhibitor] | -27% | -95* | -40%[inhibitor] | 6% | -4% | -27%
Cc1[nH]c2ccccc2c1/C=N/NC(=O)Nc1ccccc1 | 2 | 5% | 1% | 12 | 6% | 0% | 0% | 7%
CCCc1c(-c2cccc(F)c2)ncn1Cc1ccccc1OC | -1 | -3% | ? | -18 | 20% | 24% | 4% | 1%
O=C(CSc1ncn[nH]1)N(C1CCCCC1)C1CCCCC1 | 20 | 8% | 7% | 12 | 20% | -11% | 21% | 2%
Cc1cc(C(C)(C)C)cc(S(=O)(=O)Nc2ccc(O)c(C(=O)O)c2)c1C | 5 | -14% | -8% | -6 | -13% | -7% | 29% | -1%
CCOc1ccc(S(=O)(=O)NCCC(=O)NCC2CCCO2)cc1 (stereo not given) | 4 | 6% | 3% | 20 | 12% | -3% | . | 1%
CN(CC(=O)Nc1cccc(F)c1)C(=O)CC1CC2CCC1C2 (stereo not given) | -22 | -1% | 7% | 8 | -17% | -10% | 13% | 3%
CC(=O)OCC1(C)CN(c2ccccc2)N(C(=O)c2ccc(C(C)(C)C)cc2)C1=O (stereo not given) | -3 | -5% | -15%[57.1 µM] | -16 | 11% | -16% | 14% | -6%
COc1ccccc1-c1nnn(C/C(N)=N/O)n1 | -5 | 0% | 14% | -4 | 0% | 0% | . | 0%
Cc1cc(=O)oc2cc(Oc3ncccc3[N+](=O)[O-])ccc12 | 6 | -12% | 8% | -6 | 2% | 3% | -17% | -2%
O=C(O)CCc1nc(-c2ccccc2Cl)no1 | 8 | 16% | 8% | 17 | 10% | 0%[15.6 µM] | -15% | 9%
COc1ccc(-c2csc(NC(=O)CN3C(=O)C4CCCCC4C3=O)n2)c(OC)c1 (stereo not given) | -4 | 9% | -12% | ? | -8% | 17% | 29% | -2%
CCOc1ccccc1Nc1nc(N)nc(CN(C)C2CCCCC2)n1 | 1 | 4% | 11% | ? | 2% | -4% | 16% | -8%
COC(=O)CSc1nc(C)cc(C(F)(F)F)c1C#N | -3 | -8% | 1% | 3 | 17% | 5% | -17% | -8%
CCOc1ccccc1NC(=O)c1c(NC(=O)c2ccccc2)sc2c1CCCC2 | -27 | 15% | . | . | 0% | . | 34% | .
Cc1nn(Cc2ccc(F)cc2)c(C)c1NC(=O)c1cc(CC(C)C)on1 | 3 | -18% | . | . | 21% | . | 10% | .
O=S1(=O)C[C@@H](O)[C@@H](Nc2ccccc2)C1 | 15 | 2% | 7% | 10 | 13% | 9% | -5% | 1%
CS(=O)(=O)Nc1ccc(C(=O)NCCSC2CCCCC2)cc1 | -10 | -1% | 17% | -16 | -27% | -2% | 5% | 0%

2 entries from above, reformatted:
COC(=O)CSc1nc(C)cc(C(F)(F)F)c1C#N
- D3 ag: -3
- Abeta yeast res: -8%
- EPAC2 antag: 1%
- DRD3 antagonist: 3
- TDP43 rescue: 17%
- EPAC2 ag: 5%
- FUS suppressor: -17%
- aSyn yeast inh: -8%
CCOc1ccccc1Nc1nc(N)nc(CN(C)C2CCCCC2)n1
- D3 ag: 1
- Abeta yeast res: 4%
- EPAC2 antag: 11%
- DRD3 antagonist: ?
- TDP43 rescue: 2%
- EPAC2 ag: -4%
- FUS suppressor: 16%
- aSyn yeast inh: -8%

Other structures follow.
SMILES | D3 ag | Abeta yeast res | EPAC2 antag | DRD3 antagonist | TDP43 rescue | EPAC2 ag | FUS suppressor | aSyn yeast inh
CC(C)NC(=O)C1CCN(c2ccc(S(=O)(=O)N3CCOCC3)cc2Cl)CC1 | -7 | -14% | -3% | -3 | -30% | 7% | 0% | 1%
Cc1ccc(C(O)c2ncc(-c3cccc4ccccc34)[nH]2)c(C)c1 (stereo not given) | -7 | -7% | 3% | ? | 19% | 15% | -7% | 3%
C=CCOc1ccc(/C=C2\SC(=S)N(N3CCOCC3)C2=O)cc1 | 9 | -22% | -2% | 2 | 2% | 3% | -16% | 1%
O=C1Nc2cccnc2Sc2ccccc21 | 2 | 2% | 1% | 13 | -7% | 6% | 2% | -7%
CCCc1cc(=O)[nH]c(SCC(=O)N2C(C)CCCC2C)n1 (stereo not given) | 3 | 10% | 1% | 1 | -8% | 2% | 38% | 1%
CCCOc1ccc(/C=N/NC(=O)C(C)Sc2ccccn2)cc1OCC (stereo not given) | 0 | 2% | 0% | 17 | 0% | -3% | 27% | 1%
COc1cccc(OC)c1C(=O)N1CCN(S(=O)(=O)c2ccccc2)CC1 | 6 | 13% | -1% | 7 | 3% | -6% | 9% | 1%
COc1cccc(-n2sc3c(c2=S)-c2cc(OC)ccc2NC3(C)C)c1 | -6 | 3% | 0% | -69* | 5% | 0% | -1% | 6%
COc1ccc(C(=O)N/N=C/c2ccc(OC(=O)c3ccccc3)cc2)cc1 | 3 | 27% | 11% | -23 | 15% | -4% | . | 5%
Cc1csc(NC(=O)CSc2nc3sc(C)c(C)c3c(=O)[nH]2)n1 | -4 | 4% | -3% | -8 | -2% | -4% | ? | -2%
Cc1ccc([N+](=O)[O-])cc1NC(=O)c1cccnc1 | -33 | -7% | 6% | -19 | 9% | 9% | 10% | -2%
CCCn1c(O)c2ccc(C(=O)N=NC(=O)c3cccnc3)cc2c1O | 0 | -8% | -6% | 5 | -9% | 1% | 8% | -8%
Cc1ccc(C)c(N2CCN(C(=O)c3cnn(C(C)(C)C)c3C3CCN(C(=O)OC(C)(C)C)CC3)CC2)c1 | 5 | 13% | . | . | 8% | . | -12% | .
CCOC(=O)CC1=NN(c2ccccc2)C(=O)/C1=C\c1ccc(OC)cc1OC | -3 | 6% | 1% | -18 | 4% | 5% | 17% | ?
Cc1ccc(C(=O)c2sc(Nc3ccccc3)c(C#N)c2N)cc1 | -2 | 1% | 2% | 0 | -1% | 22% | 22% | -8%
CCN(Cc1ccccc1)C(=O)CCc1nc(CN2CCN(C(=O)c3ccc([N+](=O)[O-])cc3)CC2)no1 | 4 | 4% | 6% | 5 | 0% | 3% | -6% | 2%
Clc1cccc(CNc2ccn3nc(-c4cccc(Cl)c4)cc3n2)c1 | 1 | ? | -3% | 5 | 11µM* | 7% | 30% | 25%
CNN/C(N=Cc1ccc([N+](=O)[O-])s1)=N\S(=O)(=O)c1cc(C)c(Cl)cc1SCc1ccccc1 | 3 | -4% | 7% | -1 | 2% | -1% | . | 6%
CCNC(=O)CC1C(=O)N(c2cccc(C)c2)C(=O)N1CCC(C)C (stereo not given) | 5 | -1% | 6% | 2 | 2% | 6% | 7% | -1%
COc1ccc(NC(=O)c2cc(-c3cccc(OC)c3)on2)cc1 | -3 | 0% | -4% | 22 | -10% | -3% | 8% | -15%

More entries:
Compound,D3 ag,Abeta yeast res,EPAC2 antag,DRD3 antagonist,TDP43 rescue,EPAC2 ag,FUS suppressor,aSyn yeast inh
CC(=O)c1cccc(NC(=O)CN2C(=O)C(=O)N(Cc3ccco3)C2=O)c1,1,-8%,18%,-3,1%,3%,18%,-3%
CCOC(=O)N1CCN(C(=O)COC(=O)c2ccc([N+](=O)[O-])cc2Cl)CC1,4,6%,0%,6,-15%,-10%,-9%,-2%
Nc1nc2c(c3c1c(=O)oc1ccccc13)CCCCC2,0,-1%,3%,4,-14%,2%,-9%,-2%
O=C(CCc1nnc(CCCCc2ccccc2)o1)NC1CCCC1,7,-11%,0%,-7,4%,5%,-5%,-2%
COc1cccc(C2CC(c3ccc(Cl)cc3Cl)n3nc(N)nc3N2)c1 (stereo not given),-8,6%,31%,0,-2%,14%,?,7%
CCOc1ccc(C(=O)CCC(=O)NNC(=O)CCN2CCN(c3ccccc3)CC2)cc1,-4,3%,14%,-63*,9%,0%,9%,7%
Cc1ccccc1NC(=O)Cn1nnc2ccccc21,1,0%,-6%,-2,8%[9.22 µM],12%,11%,12%
CCNC(=S)N1CCN=C1Nc1nc(C)cc(C)n1,-5,-11%,2%,0,-17%[9.22 µM],-1%,3%,-1%
C=CCOc1ccccc1CNCCNC(=O)c1nonc1N,-7,6%,9%,-8,-14%,3%,13%,-2%
COCC1CCN(C(=O)c2ccc(OC)c(OC3CCN(C(C)C)CC3)c2)CC1,-8,0%,0%,-11,2%,9%,.,-3%
Cc1ccc(Nc2nc3c(S(=O)(=O)c4ccccc4)nnn3c3ccc(Cl)cc23)c(C)c1,-13,3%,.,.,-15%,.,-17%,.

Profiles, looked up by structure. Order of values: D3 ag	Abeta yeast res	EPAC2 antag	DRD3 antagonist	TDP43 rescue	EPAC2 ag	FUS suppressor	aSyn yeast inh
CN(CC(=O)Nc1cccc(F)c1)C(=O)CC1CC2CCC1C2 (stereo not given) is listed as -22	-1%	7%	8	-17%	-10%	13%	3%
CCCOc1ccc(/C=N/NC(=O)C(C)Sc2ccccn2)cc1OCC (stereo not given) is listed as 0	2%	0%	17	0%	-3%	27%	1%
CCOc1ccccc1NC(=O)c1c(NC(=O)c2ccccc2)sc2c1CCCC2 is listed as -27	15%	.	.	0%	.	34%	.
O=S1(=O)C[C@@H](O)[C@@H](Nc2ccccc2)C1 is listed as 15	2%	7%	10	13%	9%	-5%	1%
Cc1cc(C(C)(C)C)cc(S(=O)(=O)Nc2ccc(O)c(C(=O)O)c2)c1C is listed as 5	-14%	-8%	-6	-13%	-7%	29%	-1%

Screening data deposited in PubChem BioAssay by National Center for Advancing Translational Sciences (NCATS).
